# Bioassay records deposited in PubChem by several laboratories.
# ER stress rescue: rescue of cells from ER stress-induced death, primary screen, 384-well, CSM14.1, thapsigargin, ATP luminescence (AID 1222) | CSM14.1 thapsigargin-induced death rescue, ATP luminescence; higher % means a stronger effect | cellular ATP content (survival), % at 20 µM, or EC50 in µM where a hit was titrated | 190,000 tested, under 10 active;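 active = EC50 below 50 µM in the dose-response confirmation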;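 note: death triggered by thapsigargin at about 15 µM added after 2 h compound pretreatment; cell ATP read after overnight thapsigargin exposure of roughly 18 to 22 hours; normalized against plate controls of thapsigargin alone and 5% DMSO vehicle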
# KOR beta-arrestin-1: kappa opioid receptor blockers – cell-based, luminescence, uHTS (AID 1778); KOR beta-arrestin recruitment, luminescence, antagonist mode; higher % means a stronger effect; inhibition, % at 10 µM, or IC50 in µM where a hit was titrated; 290,000 compounds, 0.091% hits; note: strong numbers were not always called active
# KOR beta-arrestin-2: kappa opioid receptor activators – cell-based, luminescence, uHTS, primary screen (AID 1777) | KOR beta-arrestin recruitment, luminescence; higher % means a stronger effect | activation, % at 10 µM; hits with a dose series show EC50 in µM | 280,000 compounds, 0.02% hits; in the data active = activation above about 50%, passing the limit was not always enough; note: a part of the inactive calls stands beside numbers as strong as those of hits
# NOD2 inhibition: inhibition of NOD2-driven NF-kB reporter – cell-based, luminescence, uHTS, HEK293 (AID 1566); inhibition, % at 4 µM, or EC50 in µM where a hit was titrated; 290,000 compounds, 0.63% hits; HEK293 NOD2/NF-kB luciferase reporter, luminescence; higher % means a stronger effect; note: many of its hits are not listed in these tables
# NOD1 inhibition: NOD1 signaling inhibitors, primary screen, cell-based, luminescence, uHTS (AID 1578); NOD1-driven NF-kB luciferase reporter cells, luminescence; higher % means a stronger effect; inhibition, % at 4 µM; hits with a dose series show EC50 in µM; 290,000 compounds, 1% hits; in the data active = inhibition mostly above about 36%, no sharp cut-off; inactive = mostly below about 34%;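 note: HEK-293T reporter cells stimulated with the NOD1 agonist gamma-tri-DAP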
# GPR55 activation: selective activators of receptor GPR55 – imaging, U2OS cells, beta-arrestin-GFP redistribution, primary screen (AID 1961). 290,000 compounds, 0.048% hits. activation, % at 10 µM; hits with a dose series show EC50 in µM. U2OS GPR55 beta-arrestin-GFP redistribution imaging; higher % means a stronger effect;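 active = activation above 40% with more than 50 cells counted in the well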;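 note: U2OS osteosarcoma cells stably expressing GPR55 and beta-arrestin-GFP; plate controls were DMSO negative control for no effect and LPI positive control for full effect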
# Yfh1-off respiration: enhancers of respiration in Yfh1-depleted yeast, dose response, Friedreich's ataxia, plus single-dose screen (AID 1465); S. cerevisiae Yfh1-off respiration, WST-1 reduction, 72 h; higher fold induction means a stronger effect; fold induction at 50 µM, or EC50 in µM where a hit was titrated; 220,000 compounds, 0.074% hits;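 active = fold induction of absorbance versus untreated yeast above a set limit, then at least 30% activation at any dose in follow-up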;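 note: activators that raise dye reduction in frataxin-depleted yeast; strong numbers were not always called active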
# TNAP activation fold: stimulation of alkaline phosphatase TNAP activity – biochemical, luminescent, no phosphate acceptor, uHTS, primary screen (AID 1001). purified TNAP, luminescent activation assay, no phosphate acceptor; higher activation fold means a stronger effect. activation fold at 20 µM; hits with a dose series show EC50 in µM. 200,000 compounds, 0.03% hits; in the data active = activation fold from about 3, or a potency from the dose series; inactive = the rest, 99 in 100 with activation fold below about 1.6; note: many of its hits are not listed in these tables
# NTR1 ag: agonists of NTR1, primary screen, imaging, U2OS cells, beta-arrestin-GFP, high content (AID 493036); P30989; NTR1-U2OS beta-arrestin-GFP spot imaging, agonist mode; activation, % at 20 µM; 330,000 compounds, 0.17% hits;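 active = activation at or above 40% of the spot to cytoplasm intensity ratio, with at least 20 cells analyzed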;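 note: 0% = DMSO without peptide and 100% = 100 nM NTR1 peptide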
# Target sequence (P30989 whole entry, looked up): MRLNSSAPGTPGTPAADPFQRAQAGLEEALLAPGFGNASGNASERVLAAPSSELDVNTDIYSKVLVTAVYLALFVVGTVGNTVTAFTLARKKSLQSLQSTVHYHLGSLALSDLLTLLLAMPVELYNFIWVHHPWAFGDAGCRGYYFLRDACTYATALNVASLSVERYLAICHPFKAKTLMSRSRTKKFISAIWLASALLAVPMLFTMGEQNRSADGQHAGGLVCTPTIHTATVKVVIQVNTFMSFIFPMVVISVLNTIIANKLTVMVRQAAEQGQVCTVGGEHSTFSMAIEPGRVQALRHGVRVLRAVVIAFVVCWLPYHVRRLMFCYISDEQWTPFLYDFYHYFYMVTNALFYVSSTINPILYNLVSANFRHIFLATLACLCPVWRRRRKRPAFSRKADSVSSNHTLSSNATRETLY
# NTR1 ag cell count 20 µM: second read-out of NTR1 ag, no call of its own (marks repeat the call); cell count; measured here: cell count, cytotoxicity flag
# Active calls of the source: *; i = inactive; x = no result given; [ ] = remark or other dose. Cut-off read from the data, not from the text of the source, unless noted: active = inhibition above about 50%; inactive = the rest.
SMILES,ER stress rescue,KOR beta-arrestin-1,KOR beta-arrestin-2,NOD2 inhibition,NOD1 inhibition,GPR55 activation,Yfh1-off respiration,TNAP activation fold,NTR1 ag,NTR1 ag cell count 20 µM
Cc1ccc(S(=O)(=O)N2CCCCC2)c(C)c1NS(C)(=O)=O,0.2%,-5%,-0.8%,-5%,-31%,0.6%,i,1.1,-1.9,93
CCOC(=O)/C(C#N)=C/N1CCOCC1,x,7%,-3.6%,25%,3%,0.3%,i,x,1.1,54
O=C(c1cc(COc2ccc3ncccc3c2)on1)N1CCC[C@H]1CO,x,26%,-2.5%,49%,22%,-0.1%,x,x,0.4,70
O=C(Nc1cnn(Cc2ccc(Cl)c(Cl)c2)c1)C12CC3CC(CC(C3)C1)C2,2.2%,25%,-1.8%,0%,-40%,0.0%,i,1.1,8.9,93
COCCN(C(=O)c1ccc2ccccc2c1)c1c(N)n(Cc2ccccc2)c(=O)[nH]c1=O,-0.4%,-4%,-2.4%,4%,-16%,-0.3%,i,1.1,4.1,64
Cc1nc2ccc(S(=O)(=O)Nc3ccc(-c4nc5cccnc5s4)cc3)cc2s1,-1.1%,4%,-0.7%,6%,-9%,-0.3%,x,1.1,0.0,57
Cc1ccc(S(=O)(=O)N2CCN(C(=O)CN3CCN(C)CC3)C2)cc1,-2.2%,-21%,-1.4%,10%,45%,-0.1%,i,1,-0.2,52
Cc1c(NC(=O)C(C)Sc2ccc3ccccc3n2)c(=O)n(-c2ccccc2)n1C (stereo not drawn),1.6%,9%,-0.4%,4%,-11%,-0.1%,i,1,-0.2,62
CCOC(=O)/C(C#N)=N/Nc1ccccc1C(=O)O,x,19%,2.1%,10%,3%,-0.2%,i,x,-1.1,55
CC(=O)c1cccc(NC(=O)C(=O)c2cn(CC(=O)N3CCCCC3)c3ccccc23)c1,-0.8%,-32%,9.6%,-17%,13%,-0.2%,i,1.1,5.6,50

# In a second layout: results already given
# Values in the order – ER stress rescue, KOR beta-arrestin-1, KOR beta-arrestin-2, NOD2 inhibition, NOD1 inhibition, GPR55 activation, Yfh1-off respiration, TNAP activation fold, NTR1 ag, NTR1 ag cell count 20 µM
- Cc1nc2ccc(S(=O)(=O)Nc3ccc(-c4nc5cccnc5s4)cc3)cc2s1
    -1.1%, 4%, -0.7%, 6%, -9%, -0.3%, x, 1.1, 0.0, 57
- Cc1ccc(S(=O)(=O)N2CCN(C(=O)CN3CCN(C)CC3)C2)cc1
    -2.2%, -21%, -1.4%, 10%, 45%, -0.1%, i, 1, -0.2, 52
- Cc1c(NC(=O)C(C)Sc2ccc3ccccc3n2)c(=O)n(-c2ccccc2)n1C (stereo not drawn)
    1.6%, 9%, -0.4%, 4%, -11%, -0.1%, i, 1, -0.2, 62

# Next section
SMILES,ER stress rescue,KOR beta-arrestin-1,KOR beta-arrestin-2,NOD2 inhibition,NOD1 inhibition,GPR55 activation,Yfh1-off respiration,TNAP activation fold,NTR1 ag,NTR1 ag cell count 20 µM
O=S(=O)(c1ccc(Cl)cc1)N1CCN2CCCC2C1 (stereo not drawn),x,-39%[20 µM],-1.0%,8%,11%,0.3%,x,x,1.2,46
CCOc1ccc(CCNC(=O)c2ccc(F)c(S(=O)(=O)N3CCOCC3)c2)cc1OCC,x,1%,-0.3%,13%,-19%,0.0%,x,x,-0.2,62
N#Cc1c(-c2ccccc2)c(-c2ccccc2)nn(CC(=O)NNC(=O)Nc2ccc(Cl)c(Cl)c2)c1=O,9.8%,26%,-1.6%,-12%,-4%,-0.1%,i,1,29,41
Cc1cc(C)n(Cc2cnc(N3CCOCC3)s2)n1,-0.3%,17%,-4.0%,1%,-25%,0.1%,i,1,-1.4,56
Cc1ccc(S(=O)(=O)N2CCOCC2)cc1C(=O)NCc1ccc(F)cc1,0.0%,13%,8.1%,15%,7%,0.1%,i,1.1,-0.6,75
COc1cccc(N2C(=O)C3CCCN3C2c2ccc(Cl)cc2)c1 (stereo not drawn),-0.7%,-9%,-4.0%,-8%,-16%,-0.2%,i,0.9,-2.0,71
Cc1cc(=O)oc(C)c1C(=O)NCc1ccco1,-0.2%,31%,-3.8%,2%,-3%,-0.1%,i,1.1,1.1,62
Nc1cccc(-c2nc3ccc(N)cc3s2)c1,-9.0%,-39%,-1.3%,-210%,-18%,0.1%,i,1.1,2.0,25
Cn1c(Cc2ccccc2)nnc1SCC(=O)Nc1cccc(S(=O)(=O)NC2=NCCCCC2)c1,2.6%,-3%,-5.5%,17%,-26%,-0.4%,i,1,-1.0,53
Cc1ccc(S(=O)(=O)N2CCCCC2)cc1NC(=O)COC(=O)Cc1ccc(Cl)cc1,-2.7%,-62%,0.9%,16%,31%,22%,i,1,-1.0,80
CCCN1C2CCCC1CC(NC(=S)Nc1cccc(C)c1C)C2 (stereo not drawn),x,42%,-0.2%,2%,-10%,-1.9%,i,x,0.5,53
CCc1nc(C)cn1S(=O)(=O)c1cc(Cl)c(OC)cc1Cl,1.3%,-8%,1.7%,26%,24%,-0.1%,i,1,-0.9,65
CCSc1ccc(C(=O)Nc2ccc(Br)cn2)cc1[N+](=O)[O-],-0.2%,0%,-6.5%,-50%,-26%,1.0%,i,1,-0.5,32
Cc1ccc(CN2C(=O)CCC2C(=O)NC2CC2)cc1 (stereo not drawn),-1.8%,5%,1.0%,10%,30%,-0.1%,i,1.1,0.8,54
N/C(=N\N=C\c1ccnc2ccccc12)SC1CC(=O)N(c2ccc(Br)cc2)C1=O (stereo not drawn),-0.3%,-32%,1.0%,-37%,-8%,0.1%,x,1.2,2.7,52
O=c1c(/C=N/Nc2ccccc2)c(Sc2nnnn2-c2ccccc2)nc2ccccn12,-1.8%,14%,-7.5%,-54%,-19%,0.5%,x,0.8,x,x
S=c1[nH]nc(-c2ccccc2)n1/N=C/C=C/c1ccco1,-0.5%,21%,-2.4%,11%,-31%,-0.1%,i,0.9,-2.2,63
CC(=O)Nc1ccc(NC(C)=O)s1,-3.2%,-12%,-1.6%,7%,-2%,-0.1%,i,1.1,3.8,65
Cc1c(C#N)c(NC(=O)C(C)C)n(Cc2ccccc2)c1C,0.3%,0%,-4.7%,14%,-3%,0.0%,i,1.1,1.8,39
COCc1nnc(NC(=O)CCCCCN2C(=O)c3ccccc3C2=O)s1,x,5%,-0.6%,5%,-8%,-0.2%,i,1.1,1.4,49
N#CC1=C(N2CCOCC2)/C(=C\c2ccccc2)CC1,-2.5%,-54%,-6.9%,4%,-27%,-0.2%,i,1.1,-0.2,91
Cc1ccc(C(=O)c2cc3c(cc2[N+](=O)[O-])OCCO3)cc1,-2.6%,-20%[20 µM],0.3%,-7%,-28%,-0.1%,i,1,0.7,53
O=C(Nc1cccc(F)c1)c1cc(S(=O)(=O)N2CCC3(CC2)OCCO3)ccc1F,-7.4%,15%,-2.7%,17%,-26%,-0.3%,i,1.1,0.0,27
CCO[C@H]1OC(C(=O)N2CCOCC2)=C[C@@H](c2ccc3c(c2)OCO3)[C@@H]1CCCO,-1.8%,0%,-4.8%,3%,-28%,0.2%,i,1.1,1.1,62
Cc1cc(Br)ccc1NC(=S)Nc1cccc([N+](=O)[O-])c1,-0.2%,9%,12%,-27%,-20%,-0.2%,i,0.9,1.7,50
CCCCNC(=S)N1CCn2cccc2C1c1ccc(F)cc1 (stereo not drawn),x,0%,-2.8%,-7%,-62%,0.2%,i,1.1,1.4,61
CCN(CCO)C(=O)c1ccc2nc(Cc3cccc(Cl)c3)oc2c1,x,-36%,2.4%,0%,5%,0.3%,x,x,2.0,62
CC(C)[C@H](NC(=O)N1CCn2c1nc1ccccc12)C(=O)N[C@H](Cc1ccccc1)C(=O)O,x,x,x,8%,-16%,-0.2%,x,x,0.9,70
CCNc1nc(NC(C)C)nc(Oc2ccc(=O)n(C)n2)n1,0.0%,-18%,-2.1%,-3%,-37%,0.4%,i,1.1,-0.3,54
Cc1ccc(S(=O)(=O)NC(=O)NCCCCNC(=O)NS(=O)(=O)c2ccc(C)cc2)cc1,-0.4%,-28%,-6.6%,-3%,-4%,0.0%,i,1.1,-2.5,59
CCC(=O)N1CCN(c2cc(NCC3CCCO3)c(F)cc2[N+](=O)[O-])CC1 (stereo not drawn),-2.4%,19%,-1.5%,8%,-22%,0.6%,i,0.7,3.1,55
CCOc1cc(S(=O)(=O)Nc2cc(C)cc(C)c2)ccc1Cl,-3.8%,-14%,0.5%,12%,31%,0.2%,i,1,10,81
Cc1cc(=O)n2nc(N3CCCC(C(=O)NCc4ccccc4Br)C3)sc2n1 (stereo not drawn),x,-6%,0.2%,19%,-18%,-0.1%,x,x,1.5,55
COc1ccccc1N1CCNC(C)C1=O (stereo not drawn),x,-5%[20 µM],-3.2%,-8%,-37%,-0.2%,x,x,0.1,69
O=C(NC1=NCCS1)c1sc2cc(F)ccc2c1Cl,-2.8%,4%,4.7%,-178%,-44%,-0.1%,i,1,0.0,45
Cc1cc(C)cc(NC(=O)COC(=O)CCCNC(=O)c2ccc(Cl)cc2)c1,-1.0%,-4%,5.3%,18%,-12%,0.4%,i,1,0.9,52
O=c1cc(N2CCCCCC2)[nH]c(=O)n1-c1ccc(Cl)cc1,-3.3%,7%,-5.0%,-18%,-8%,-0.1%,i,1,-1.6,96
COc1ccc(-n2nc3c(c2NC(=O)c2ccc(N4C(=O)CCC4=O)cc2)CSC3)cc1,x,8%,-3.4%,6%,6%,-0.3%,i,1,1.1,31
C=CCn1c(NCCc2ccccc2)nc2c1c(=O)n(C)c(=O)n2C,x,-18%,-3.2%,14%,9%,-0.1%,i,1.1,2.9,46
C[C@H](NC(=O)C1CC(=O)N(c2ccc3c(c2)OCCO3)C1)C(=O)N1CCCCC1 (stereo partly drawn),x,-8%,-2.8%,13%,-25%,0.2%,x,x,0.7,67
CCN1CCc2c(C#N)c(N3CCCCC3)nc(N3CCOCC3)c2C1,-1.6%,-9%,-14%,-10%,4%,-0.2%,i,1.1,-1.8,79
COc1ccc(C(=O)C2CCCN(S(=O)(=O)c3cccc(C)c3)C2)c(C)c1 (stereo not drawn),x,5%,-6.2%,37%,7%,0.4%,x,x,0.8,62
Cc1c(NS(=O)(=O)c2ccc3nc(COc4ccccc4Cl)[nH]c3c2)c(=O)n(-c2ccccc2)n1C,-1.5%,26%,-3.3%,0%,-28%,0.6%,i,1.5,-0.9,38
O=C(Nc1ccc(Cl)cc1)/C(=C1\CCCN1)[N+](=O)[O-],x,1%,1.1%,-40%,-10%,-0.2%,i,x,2.0,60
COc1ccc(CN(Cc2cccnc2)C(=S)NCCc2ccccc2)cc1OC,-10%,-56%,2.9%,3%,14%,0.2%,i,1,3.3,70
CCOC(=O)c1cc2sc(C)cc2n1CC(=O)N1CCOCC1,-3.2%,-28%,0.9%,-7%,-2%,-0.2%,i,1.1,1.3,64
Cc1cccc(NS(=O)(=O)c2nnc(NC(=O)c3ccc(Cl)cc3)s2)c1,x,-16%[20 µM],18%,14%,6%,-0.1%,x,x,1.0,56
Cc1ccc2cc(C)c3nnc(SCC(=O)N4CCCc5ccccc54)n3c2c1C,-3.5%,22%,2.2%,-21%,-2%,0.0%,x,1.1,2.9,86

# The list is partial; rates above refer to the full screens.
